# TR SRC2 fluor cs – Texas Red fluorescence interference in TRb-SRC2 counter-screen; TRb/SRC2 Texas Red total fluorescence interference; Potency, µM (series often up to 106 µM), for the others: at the highest dose fluorescence change, negative = quenching; 0.29% of 280,000 active; AID 1479; active means well fitted curve in either direction with a large enough effect; inconclusive means small, poorly fitted or top-dose-only effect
#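 Human TRβ ligand-binding domain (0.6 uM) and Texas Red SRC2 peptide (20 nM) in Tris buffer with 1 uM T3 and 5% DMSO were incubated with pinned compound for 5 hr at ambient temperature. Total fluorescence was computed as S + 2P (555/632 nm).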
# KDM4E inh – JMJD2E (human) inhibition | 1.6% of 230,000 active | B2RXH2 | AID 2147 | Potency, µM (series often up to 57.1 µM), inactives show top-dose activity change, negative = inhibition, actives largely listed as inhibitors | JMJD2E catalytic domain, FDH-coupled NADH fluorescence (FDH is formaldehyde dehydrogenase); active means well fitted inhibition curve with a large enough effect, not every such curve was filed as active; inconclusive means small, poorly fitted or top-dose-only effect, or another doubt; inactive means no such curve, though single readings can be large or run the other way;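 further: 0% = wells with enzyme and -100% = buffer wells without enzyme; nearly all actives have a fitted effect of over 50% in size; many of its hits are not listed in these tables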
# RECQ1 helicase – RECQ1 (human) helicase inhibition; RECQ1 DNA unwinding, red fluorescence kinetic read; Potency, µM (top dose mostly 57.3 µM), for the others: top-dose activity, negative = inhibition, actives largely listed as inhibitors; 0.54% of 240,000 active; AID 2549; P46063;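 further: plate controls were vehicle for no effect and no enzyme for full effect; nearly all actives have a fitted effect of over 30% in size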
#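 RECQ1T1 50 nM; forked duplex (20 bp + 30-nt ss tails) 200 nM, ATP 2 mM final; pH 8.0, 2 mM MgCl2, 2.5 ug/ml poly(dI-dC); 15 min compound preincubation; discontinuous kinetic read over 2 h at RT.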
# Tau fibril ThT – inhibitors of human tau fibril formation, thioflavin T binding. Potency, µM (top dose mostly 57.4 µM), without a hit: at the highest dose activity, negative = inhibition, hits mostly inhibitors. P10636. 2.1% of 270,000 active. recombinant tau K18 P301L (four-repeat tau fragment), heparin-induced fibrillization, ThT fluorescence; further: nearly all actives have a fitted effect of over 55% in size
# Target sequence (P10636 561-689 P618L limits assumed): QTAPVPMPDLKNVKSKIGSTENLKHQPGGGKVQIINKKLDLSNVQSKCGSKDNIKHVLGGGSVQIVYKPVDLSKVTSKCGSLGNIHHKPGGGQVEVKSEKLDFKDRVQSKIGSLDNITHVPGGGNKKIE
#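 In this qHTS, human K18 P301L tau is incubated with compound and heparin for 6 hr at 37 C, and Thioflavin T fluorescence then reports fibril load.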
# TRb-SRC2 inh – inhibitors of human thyroid hormone receptor beta-SRC2 interaction; Potency, µM (top dose mostly 106 µM), without a hit: top-dose activity change, negative = inhibition, actives largely listed as inhibitors; TRbeta-SRC2 peptide binding, fluorescence polarization; receptor liganded with 1 µM T3; 0.065% of 280,000 active;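 further: plate controls were bound peptide for no effect and peptide without receptor for full effect; nearly all actives have a fitted effect of over 50% in size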
#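 Fluorescence polarization of 20 nM Texas Red SRC2 peptide (20-aa NR interaction domain) bound to 0.6 uM human TRb ligand-binding domain, with 1 uM T3, after 5 hr at ambient temperature; inhibition seen as decreased polarization.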
# Tau FP inhib – inhibitors of human tau fibril formation; P10636; K18 P301L tau heparin fibrillization, Alexa594 FP, 6 h; Potency, µM (top dose mostly 57.7 µM), without a hit: at the highest dose activity, negative = inhibition, actives largely listed as inhibitors; 0.39% of 280,000 active; further: nearly all actives have a fitted effect of over 55% in size
#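 FP of Alexa 594-tau after heparin (20 uM) induction. Substrate: human K18 P301L, 15 uM unlabeled, 0.24 uM labeled. Buffer 100 mM sodium acetate pH 7. 6 hr, 37 C.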
# GoLoco inh red – inhibitors of human Gai1-RGS12 GoLoco interaction (red fluorophore) | P63096 | Gai1:RGS12 GoLoco peptide FP, rhodamine, 10 min | Potency, µM (titrated, usually from 61.6 µM), for the others: top-dose activity, negative = inhibition, most hits filed as inhibitors | 0.44% of 230,000 active | AID 880; active means well fitted inhibition curve with a large enough effect, not every such curve was filed as active; inactive means no such curve, though single readings can be large or run the other way; further: nearly all actives have a fitted effect of over 30% in size; many of its hits are not listed in these tables
# L3MBTL1 block – inhibitors of human L3MBTL1 | 0.66% of 230,000 active | Potency, µM (series often up to 57.1 µM), inactives show top-dose activity, negative = inhibition, actives largely listed as inhibitors | Q9Y468 | AlphaScreen L3MBTL1–H3K9me1 peptide binding; further: nearly all actives have a fitted effect of over 60% in size
# Target sequence (Q9Y468 whole entry, looked up): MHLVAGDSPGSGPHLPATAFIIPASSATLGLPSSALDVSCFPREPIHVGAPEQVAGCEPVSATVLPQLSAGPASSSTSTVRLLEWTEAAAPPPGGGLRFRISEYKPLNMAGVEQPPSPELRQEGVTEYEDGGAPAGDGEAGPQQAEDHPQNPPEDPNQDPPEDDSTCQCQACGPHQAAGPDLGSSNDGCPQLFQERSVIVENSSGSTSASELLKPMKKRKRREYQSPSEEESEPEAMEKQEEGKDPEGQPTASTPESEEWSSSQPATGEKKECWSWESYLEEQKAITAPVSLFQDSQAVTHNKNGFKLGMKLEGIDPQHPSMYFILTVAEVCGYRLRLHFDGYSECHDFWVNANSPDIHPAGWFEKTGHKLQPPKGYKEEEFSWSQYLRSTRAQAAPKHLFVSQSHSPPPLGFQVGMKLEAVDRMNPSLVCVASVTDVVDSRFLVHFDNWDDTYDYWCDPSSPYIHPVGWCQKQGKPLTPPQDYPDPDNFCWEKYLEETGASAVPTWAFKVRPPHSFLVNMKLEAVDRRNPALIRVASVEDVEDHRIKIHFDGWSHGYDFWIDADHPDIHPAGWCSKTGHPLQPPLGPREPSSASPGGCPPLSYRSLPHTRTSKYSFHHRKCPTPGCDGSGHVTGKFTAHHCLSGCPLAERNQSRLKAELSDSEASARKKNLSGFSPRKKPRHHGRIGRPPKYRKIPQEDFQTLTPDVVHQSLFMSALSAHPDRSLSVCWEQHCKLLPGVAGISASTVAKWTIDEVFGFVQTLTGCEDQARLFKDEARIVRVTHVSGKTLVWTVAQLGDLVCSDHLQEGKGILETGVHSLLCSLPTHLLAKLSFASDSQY
#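 Displacement of a biotinylated histone H3(1-15) peptide monomethylated at Lys9 (75 nM) from L3MBTL1 (50 nM) was measured by AlphaScreen after a 30 min room-temperature compound incubation; cefsulodin titration served as intraplate control.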
# The depositor's hits bear a star; i = inactive; ? = inconclusive; · = not tested or not shown; [ ] = another dose, or the depositor's remark. Unless noted, the call rests on the fitted dose curve; in most records, active means well fitted curve in the direction sought with a large enough effect; inconclusive means small, poorly fitted or top-dose-only effect, or another doubt; inactive means no such curve, though single readings can be large; an effect the other way counts as inactive or inconclusive. Unless noted, on the % scale 0 is the no-effect control and ±100 the full control effect; potency means the concentration at half of the fitted maximal effect.
SMILES,TR SRC2 fluor cs,KDM4E inh,RECQ1 helicase,Tau fibril ThT,TRb-SRC2 inh,Tau FP inhib,GoLoco inh red,L3MBTL1 block
CCCCn1c(=O)[nH]c(=O)c2c1nc(COc1ccc(C#N)cc1)n2CCC,0%,-8%,0%,-1%,7%,1%,10%,7%
O=S(=O)(Nn1c(O)c(C=C2N=c3ccccc3=N2)sc1=S)c1ccccc1,-4%,-1%,-2%,11µM*,10%,0%,15%,-27%
N=C1C(c2nc3ccccc3c(=O)[nH]2)=C(O)CN1CCO,-6%,?,-2%,4%,-4%,6%,17%,·
COCCN1CCn2c(nc3cc(NC(=O)Cn4nc(C)c5ccccc5c4=O)ccc32)C1,-1%,2%,1%,?,9%,-6%,41%[activator],-12%
CC1(C)CC(=O)c2sc(NC(=O)CN3CCCCC3)nc2C1,-5%,-7%,i,-4%,-4%,-7%,0%,2%
O=C(NCc1cccs1)C1CCC(CNS(=O)(=O)c2ccc(Br)s2)CC1 (centres undefined),-1%,3%,-7%,-4%,6%,-2%,1%,·
Cc1nc(NC(=S)NC(=O)c2cncc(Br)c2)ccc1Br,-9%,?,-6%,2%,-1%,11%,-3%,17%
Cc1ccc(S(=O)(=O)N/N=C\c2cc([N+](=O)[O-])ccc2Cl)cc1,-2%,2%,i,-9%,-3%,0%,-2%,-3%
O=[N+]([O-])c1ccc(C2Oc3ccccc3C3CC(c4ccccc4)=NN32)s1 (centres undefined),-1%,?,?,14µM*,3%,?,53%[activator],-13%
Cc1nc(SCc2ccccc2)c([N+](=O)[O-])[nH]1,-3%,2%,0%,-5%,1%,-1%,-1%,9%
CCC(c1nnnn1C(C)(C)C)N1CCN(c2cc(Cl)ccc2C)CC1 (centres undefined),-4%,-9%,14%,?,-2%,2%,9%,-2%
COc1cc(CN(C)Cc2cc(=O)n3ccsc3n2)ccc1OC(F)F,-2%,-4%,-12%,1%,2%,-8%,2%,·
CCc1nn(CC(=O)NC(C)CC)c(=O)c2cc3c(OC)cccc3n12 (centres undefined),11%,·,·,-7%,0%,-4%,·,·
COc1cc(NS(=O)(=O)c2ccc(NC(=O)c3ccc(OC)c(Br)c3)cc2)nc(OC)n1,-19%,·,·,-2%,10%,10%,·,·
COc1ccc(Oc2nc3c(c(=O)n(Cc4ccc(Br)cc4)c(=O)n3C)n2C)cc1,5%,·,·,5%,-2%,-7%,·,·
C=CCOC(=O)C1=C(C)N(C)C(=O)NC1c1cc2c(cc1Br)OCO2 (centres undefined),2%,-1%,-2%,-16%,3%,-8%,0%,-3%
O=C(NC12CC3CC(CC(C3)C1)C2)C1CC(=O)N(c2ccccc2)C1 (centres undefined),-4%,4%,-4%,-2%,-6%,-6%,0%,4%
Cc1nc2nc(SCC(=O)N3CCOCC3)nn2c(C)c1Cc1c(F)cccc1Cl,-7%,?,-4%,0%,2%,8%,0%,-3%
C#CCn1c(=NC(=O)c2ccc(S(=O)(=O)N3CCCc4ccccc43)cc2)sc2cc(S(N)(=O)=O)ccc21,1%,?,0%,?,5%,?,8%,-4%
Nc1c(Cl)cc(S(N)(=O)=O)cc1S(N)(=O)=O,-5%,10%,-6%,-5%,-8%,-12%,-8%,?
COc1cc(C(=O)Nc2ccc(-c3nc4ccccc4o3)c(O)c2)cc(OC)c1OC,?,·,·,1%,-29%[53 µM],?,·,·
CC1CCC(Nc2nnnn2-c2ccccc2)CC1 (centres undefined),-3%,0%,-7%,1%,-12%,3%,3%,4%
CN(C)c1ccc(NC(=O)Nc2ccc3snnc3c2)cc1,1%,-3%,i,?,-2%,14%,-16%,-13%
CSc1ncc(C(=O)NCc2ccccc2F)c(-c2ccccc2)n1,11%,·,·,0%,3%,-5%,·,·

# Profiles, quoted from the list. Order of screens: TR SRC2 fluor cs | KDM4E inh | RECQ1 helicase | Tau fibril ThT | TRb-SRC2 inh | Tau FP inhib | GoLoco inh red | L3MBTL1 block
# `Cc1ccc(S(=O)(=O)N/N=C\c2cc([N+](=O)[O-])ccc2Cl)cc1` across the screens: -2% | 2% | i | -9% | -3% | 0% | -2% | -3%
# `N=C1C(c2nc3ccccc3c(=O)[nH]2)=C(O)CN1CCO` across the screens: -6% | ? | -2% | 4% | -4% | 6% | 17% | ·
# `CCc1nn(CC(=O)NC(C)CC)c(=O)c2cc3c(OC)cccc3n12` (centres undefined) across the screens: 11% | · | · | -7% | 0% | -4% | · | ·
# `Cc1nc(NC(=S)NC(=O)c2cncc(Br)c2)ccc1Br` across the screens: -9% | ? | -6% | 2% | -1% | 11% | -3% | 17%
# `O=[N+]([O-])c1ccc(C2Oc3ccccc3C3CC(c4ccccc4)=NN32)s1` (centres undefined) across the screens: -1% | ? | ? | 14µM* | 3% | ? | 53%[activator] | -13%

# Three entries from above, with tabs.
compound	TR SRC2 fluor cs	KDM4E inh	RECQ1 helicase	Tau fibril ThT	TRb-SRC2 inh	Tau FP inhib	GoLoco inh red	L3MBTL1 block
COc1ccc(Oc2nc3c(c(=O)n(Cc4ccc(Br)cc4)c(=O)n3C)n2C)cc1	5%	·	·	5%	-2%	-7%	·	·
C=CCOC(=O)C1=C(C)N(C)C(=O)NC1c1cc2c(cc1Br)OCO2 (centres undefined)	2%	-1%	-2%	-16%	3%	-8%	0%	-3%
O=C(NC12CC3CC(CC(C3)C1)C2)C1CC(=O)N(c2ccccc2)C1 (centres undefined)	-4%	4%	-4%	-2%	-6%	-6%	0%	4%

# (next part)
SMILES,TR SRC2 fluor cs,KDM4E inh,RECQ1 helicase,Tau fibril ThT,TRb-SRC2 inh,Tau FP inhib,GoLoco inh red,L3MBTL1 block
Cc1ccc2c(c1C)NC(=O)CC2c1ccc(Cl)cc1Cl (centres undefined),-1%,·,·,-18%,-7%,3%,·,·
Cc1ccc(-n2ncc3c(N(CC(C)C)CC(C)C)ncnc32)c(C)c1,-4%,·,·,-11%,5%,-2%,·,·
Cc1ccc(NC(=S)N2CCN(C(=O)C3CCCO3)CC2)cc1 (centres undefined),-6%,0%,i,0%,-13%,-6%,1%,7%
CCOC(=O)c1cnc2ccc(OC)cc2c1Nc1ccc2c(c1)OCCO2,-4%,-1%,-4%,?,3%,-3%,3%,-25%
COc1ccc(C(=O)Cn2nnc(-c3ccccc3NC(=O)C(F)(F)F)n2)cc1,-2%,-3%,12%,-2%,-3%,-18%,1%,·
O=C(C[n+]1ccccc1)c1ccc(-c2ccccc2)cc1,-3%,?,-2%,-6%,-6%,-2%,4%,·
CCOc1ccc(CNC(=O)C2CCCN(c3nn4cc(-c5ccc(OC)cc5)nc4s3)C2)cc1 (centres undefined),?,·,·,?,-7%,3%,·,·
O=C(CSc1nc(=O)[nH]c2c1CCC2)NCc1ccc(F)cc1,1%,·,·,3%,6%,-5%,·,·
CCCC(=O)Nc1cc(-c2nc3ncccc3o2)ccc1C,-6%,?,-3%,-4%,-5%,-1%,-2%,7%
O=C1c2ccccc2C(Nc2ccc3c(c2)OCCO3)N1Cc1ccc2c(c1)OCO2 (centres undefined),0%,-9%,i,?,2%,-5%,5%,?
CC(=O)c1cnc(Nc2ccccc2)s1,0%,-7%,-2%,-8%,-15%,1%,1%,·
C(=N\N1CCOCC1)/c1nc(-c2ccccc2)n2ccccc12,-4%,?,i,?,-4%,3%,2%,-11%

# Taken from above:
# TRb-SRC2 inh, `COc1cc(C(=O)Nc2ccc(-c3nc4ccccc4o3)c(O)c2)cc(OC)c1OC` : -29%[53 µM]
# L3MBTL1 block, `Cc1nc(SCc2ccccc2)c([N+](=O)[O-])[nH]1` : 9%
# Tau FP inhib, `CCc1nn(CC(=O)NC(C)CC)c(=O)c2cc3c(OC)cccc3n12` (centres undefined) : -4%
# TRb-SRC2 inh, `O=S(=O)(Nn1c(O)c(C=C2N=c3ccccc3=N2)sc1=S)c1ccccc1` : 10%
# TRb-SRC2 inh, `O=[N+]([O-])c1ccc(C2Oc3ccccc3C3CC(c4ccccc4)=NN32)s1` (centres undefined) : 3%
# RECQ1 helicase, `Cc1nc2nc(SCC(=O)N3CCOCC3)nn2c(C)c1Cc1c(F)cccc1Cl` : -4%

# Next structures follow.
SMILES,TR SRC2 fluor cs,KDM4E inh,RECQ1 helicase,Tau fibril ThT,TRb-SRC2 inh,Tau FP inhib,GoLoco inh red,L3MBTL1 block
Cc1ccc2oc(C(=O)Nc3ccc(S(=O)(=O)Nc4nc(C)cc(C)n4)cc3)cc(=O)c2c1,32µM*[quencher],·,·,-14%,-2%,-1%,·,·
Cn1cc(S(=O)(=O)Nc2cccc(F)c2)c(=O)n(C)c1=O,-2%,8%,2%,1%,-12%,-5%,1%,3%
C/C(CCC1CC(C)OC1=O)=N/Nc1nc(-c2ccccc2)cs1 (centres undefined),-2%,-19%,-6%,28µM*,4%,?,-6%,-12%
O=C(Nc1cccc(NC(=O)c2cccs2)c1)c1ccc2c(c1)OCCO2,-3%,?,-13%,?,4%,-13%,5%,5%
Cc1nn(-c2ccccc2)c(N2CCCC2)c1/C=N/n1cnc2scc(-c3ccccc3)c2c1=O,-1%,2%,i,-10%,-10%,8%,4%,·
CSC1=N/C(=C\c2ccc(F)cc2)C(=O)S1,-3%,-4%,-14%,?,1%,-9%,-14%,-2%
CC(C)NC(=O)CSc1nnc(-c2ccc(S(=O)(=O)N3CCCC3)cc2)n1CC1CCCO1 (centres undefined),1%,?,-1%,6%,-1%,-3%,3%,0%
CCOc1cc(NC(=O)c2ccco2)c(OCC)cc1NC(=O)Cc1ccc(OC)c(OC)c1,-3%,?,-2%,0%,1%,9%,-6%,-1%
COc1ccccc1CNc1ccc(N2CCCCC2)cc1,4%,20µM*,-1%,22µM*,8%,?,-6%,?
O=C1CCC(=O)O1,0%,·,3%,·,4%,·,10%,13%
COC(=O)c1ccccc1NC(=S)NC(=O)c1ccc2ccccc2c1,0%,?,-6%,-12%,-3%,-3%,6%,-12%
CCOC(=O)c1ccc(N2Cc3ccccc3C2=NC(=O)c2cccs2)cc1,-1%,-18%,-14%,?,1%,?,12%,1%
Cc1ccc(/C=N/Nc2nnc(Cl)c3ccccc23)cc1,1%,-15%,i,?,3%,-4%,4%,-17%

# These rows are one share of the data. The share of hits here may be higher or lower than overall.
